# procasp3 activ: activators of human procaspase-3 D3A mutant, primary screen, biochemical, absorbance, PC-3 D3A mutant, single concentration. activation, % at 8.5 µM. Caspase-3 (Homo sapiens), P42574. 330,000 tested, 0.11% active. recombinant procaspase-3 D3A, Ac-DEVD-pNA absorbance 405 nm;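 active = activation above the mean of all tested compounds plus 3 SD, cut at about 21% in these data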;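 also: 0% = DMSO alone and 100% = DMSO wells spiked with extra 5 µM PC-3 D3A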
#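 Assay system – Procaspase-3 D3A mutant · Benchmarks – DMSO low control, extra-enzyme high control · Technique – 405 nm absorbance of p-nitroaniline, reads at 0 and 120 min · Doses – 8.5 µM nominal · Measure – % activation between DMSO and enzyme-spiked controls · Also added – Ac-DEVD-pNA chromogenic peptide substrate · Schedule – 1 h compound preincubation, 2 h substrate hydrolysis at 25 °C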
# JMJD2C inh: inhibitors of GASC-1 histone demethylase, primary screen, biochemical, fluorescence, DELFIA europium; GST-JMJD2C(1-420) H3K9me3 demethylation; Lysine-specific demethylase 4C (Homo sapiens), Q9H3R0; inhibition, % at 2.35 µM; 330,000 tested, 0.069% active; AID 2099, 2009;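 active = more than half of a compound's replicate wells show inhibition beyond 50%, single wells judged on their own value; inconclusive = some, but no more than half, of replicates pass 50% inhibition; inactive = no replicate passes 50% inhibition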;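 also: signal counts dimethyl H3K9 product captured on neutravidin plate; 0% = median of DMSO wells and 100% = 0.3 times that DMSO median; strong numbers were not always called active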
# Target sequence (Q9H3R0 1-420 limits assumed): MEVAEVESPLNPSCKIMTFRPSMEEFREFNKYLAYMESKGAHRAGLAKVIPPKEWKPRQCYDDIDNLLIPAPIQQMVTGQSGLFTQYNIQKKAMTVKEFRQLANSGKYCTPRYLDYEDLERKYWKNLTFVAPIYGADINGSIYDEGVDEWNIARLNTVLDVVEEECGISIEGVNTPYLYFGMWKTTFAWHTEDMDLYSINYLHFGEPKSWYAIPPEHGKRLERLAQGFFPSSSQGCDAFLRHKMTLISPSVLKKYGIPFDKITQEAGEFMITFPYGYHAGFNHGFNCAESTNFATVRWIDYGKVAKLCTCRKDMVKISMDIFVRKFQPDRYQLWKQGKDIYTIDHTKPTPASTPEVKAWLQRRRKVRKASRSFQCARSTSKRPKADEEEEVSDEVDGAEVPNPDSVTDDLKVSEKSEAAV
# Efflux pump mplx: inhibitors of Candida efflux pumps in yeast, primary screen, S. cerevisiae, Nile Red, multiplex. AID 485275, 2010. 330,000 tested, 0.44% active. inhibition, % at 10 µM. S. cerevisiae Candida pump triplex;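 active = plate passing quality check with inhibition over a set limit, or well fluorescence over plate mean plus 4 SD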;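 also: Nile Red retained in pooled yeast measured as flow cytometry median fluorescence; 0% = buffer negative control and 100% = Enniatin B positive control; higher means more Nile Red kept so more efflux inhibition; some compounds called inactive have numbers as strong as hits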
# PP1 inh: PP1-alpha phosphatase inhibitors, primary screen, counter-screen for PP5 inhibitor project, biochemical, fluorescence, OMFP substrate, single point; 320,000 tested, 0.9% active; inhibition, % at 6.7 µM; purified PP1alpha; Serine/threonine-protein phosphatase PP1-alpha catalytic subunit (Homo sapiens), P62136;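 active = inhibition above the mean inhibition of all tested compounds plus 3 SD, computed separately for each screening campaign, cut at about 15% in these data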
# core dimer inh: inhibitors of HCV core protein dimerization, primary screen, biochemical, TR-FRET, high-throughput; TR-FRET GST/Flag-core106 dimerization, 1536-well; inhibition, % at 5 µM; 300,000 tested, 0.33% active; AID 1899, 2009;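 active = inhibition above the mean of all tested compounds plus 3 SD, set per screening campaign, cut at about 45% in these data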
#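 Material: GST/Flag-tagged HCV core106 proteins. Incubation: 4 h, 22.5 °C incubation. Read-out basis: inhibition (%) from 671 over 617 nm ratio. Measured by: TR-FRET, excitation 340 nm, emission 617 and 671 nm.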
# TPT1 inhibitor: Candida albicans TPT1 enzyme inhibitors, primary screen, biochemical, fluorescence polarization; inhibition, % at 5 µM; tRNA 2'-phosphotransferase TPT1 (Candida albicans SC5314); recombinant caTPT1, FP RNA substrate dephosphorylation; 300,000 tested, 0.81% active; AID 1962, 2009;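 active = inhibition above the mean of all tested compounds plus 3 SD, set per screening campaign, cut at about 24% in these data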;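 also: plate controls were DMSO alone for no effect and ferristatin control at 100 nM for full effect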
# PP5 primary: PP5 phosphatase inhibitors, primary screen, biochemical, fluorescence | 320,000 tested, 0.18% active | AID 1987, 2009 | purified PP5c, OMFP substrate fluorescence | inhibition, % at 6.7 µM | Serine/threonine-protein phosphatase 5 (Homo sapiens), P53041;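 active = inhibition above the campaign's mean inhibition across all tested compounds plus 3 SD, cut at about 9.5% in these data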;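 also: 0% = DMSO only and 100% = 100 µM cantharidin control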
# Target sequence (P53041 whole entry, looked up): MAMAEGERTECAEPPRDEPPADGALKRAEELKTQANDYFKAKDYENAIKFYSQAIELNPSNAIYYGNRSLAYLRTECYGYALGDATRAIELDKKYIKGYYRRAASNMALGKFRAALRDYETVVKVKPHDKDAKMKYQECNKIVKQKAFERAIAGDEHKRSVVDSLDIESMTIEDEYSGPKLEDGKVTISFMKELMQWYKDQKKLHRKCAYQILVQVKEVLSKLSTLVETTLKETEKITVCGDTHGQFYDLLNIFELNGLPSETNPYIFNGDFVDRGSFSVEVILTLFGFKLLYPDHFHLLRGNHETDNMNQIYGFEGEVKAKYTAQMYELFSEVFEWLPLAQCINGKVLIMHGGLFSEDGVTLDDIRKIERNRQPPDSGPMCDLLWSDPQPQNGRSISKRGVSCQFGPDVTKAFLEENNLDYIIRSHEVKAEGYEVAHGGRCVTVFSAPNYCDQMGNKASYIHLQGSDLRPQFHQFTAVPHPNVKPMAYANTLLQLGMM
# proCasp7 act: procaspase-7 activators, primary screen, counter-screen for procaspase-3 activator project, biochemical, absorbance, HTS, human; AID 463210, 2010; 330,000 tested, 0.093% active; activation, % at 8.5 µM; Caspase-7 (Homo sapiens), P55210; recombinant procaspase-7, Ac-DEVD-pNA absorbance 405 nm; D23A/D198A/D206A triple mutant, cannot self-cleave; scale: DMSO 0, 5 µM enzyme 100;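 active = percent activation above the screen-wide mean plus 3 SD, cut at about 25% in these data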
#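 System: Procaspase-7 triple mutant (PC-7 D3A); measure: % activation from two-timepoint absorbance difference, scaled to controls; times: 1 h compound preincubation, 2 h substrate cleavage, 25 °C; also added: Ac-DEVD-pNA substrate, 400 µM as added; measured by: Epi-absorbance of released pNA at 405 nm, two timepoints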
# Fh CTSL1 inh: Fasciola hepatica cathepsin L1 inhibitors, primary screen, counter-screen for PFM18AAP inhibitor project, biochemical, QFRET, fluorogenic peptide substrate; recombinant F. hepatica cathepsin L1, Z-Leu-Arg-MCA fluorescence; inhibition, % at 5.96 µM; 300,000 tested, 0.49% active;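 active = inhibition above the mean of all tested compounds plus 3 SD, set per screening campaign, cut at about 17% in these data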;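 also: 0% = plate median of test compound wells and 100% = 1 µM Z-Phe-Ala-diazomethylketone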
# The depositor's hits bear a star; ? = inconclusive; · = no result given; & = joins results of further samples.
SMILES,procasp3 activ,JMJD2C inh,Efflux pump mplx,PP1 inh,core dimer inh,TPT1 inhibitor,PP5 primary,proCasp7 act,Fh CTSL1 inh
O=C(Nc1nnc(-c2ccncc2)o1)c1ccccc1F,-3,2,-0.2,-3,-4,1,1.6,8,-4
CC(=O)c1ccc(NC(=O)NC2CCCc3ccccc32)cc1 (stereo not given),5,21,-4.8,-5,-3,-3,-0.7,0,0
COc1ccccc1N1CCN(C(=O)c2ccc(C(C)(C)C)cc2)CC1,5,1,0.2,0,7,2,3.1,-3,4
COc1ccccc1C(=O)NCCC(=O)NCC(c1ccccc1)N(C)C (stereo not given),0,0,0.0,4,-13,-3,-4.6,4,1
COc1ccc(CCN(C)CC(O)COc2c(C)ccc(C)c2C)cc1OC (stereo not given),1,-9,0.2,-3,-6,1,-0.5,-12,-2
COc1cc2ccccc2cc1C(=O)Nc1ccc2oc(=O)ccc2c1,5,-21,-0.1,24*,-23,3,-0.6,-7,-1
CC1CCCN(C(=O)c2cc(-c3ccco3)nc3ccccc23)C1 (stereo not given),1,1,0.1,-1,·,·,-4.4,-9,·
Cc1ccc(C)c(-n2c(C)cc(/C=N/NC(=O)c3c(C)nc4cc(C)ccn34)c2C)c1,-4,13,0.0,6,7,-2,3.0,8,2
CCc1ccc(NC(=O)c2cc(C)on2)cc1,1,4,0.1,-1,2,2,-0.4,11,-1
O=C(N/N=C/c1c[nH]c2ccccc12)C1CC1(c1ccccc1)c1ccccc1 (stereo not given),0,1,-0.1,-1,12,0,5.0,9,-1
Cc1nnc(NC(=O)c2ccc(S(=O)(=O)N3CCCCCC3)cc2)o1,-2,5,-0.2,17*,-1,1,1.0,13,-2
C=CSc1sc(Cl)c(N(C)C)c1[N+](=O)[O-],-4,1,-0.1,1,5,-6,2.6,-15,-2
O=C(COc1cc2oc(=O)c3c(c2cc1Cl)CCC3)NCCN1CCOCC1,-2,-15,0.2,-1,-6,0,0.0,8,4
Cn1c(=O)c2c(nc(CN3CCN(C(=O)c4ccco4)CC3)n2Cc2ccc(Cl)cc2)n(C)c1=O,3,-6,0.0,9,3,0,2.4,9,0
CSc1nc2ccc(Nc3nc(N4CCOCC4)nc(N4CCOCC4)n3)cc2s1,1,·,0.1,-1,2,0,0.9,0,-6
CCCCN(C)C(=O)CCCCn1c(=O)[nH]c2cc(OCC)c(OCC)cc2c1=O,-1,-14,0.0,-5,4,-1,-6.2,-2,-5
N=c1sccn1CC(=O)NCCc1ccc(Cl)cc1Cl,6,12,0.1,2,-5,-5,-0.6,7,2
O=C(Nc1nc(-c2cccs2)cs1)c1cccc(S(=O)(=O)N2CCCCCC2)c1,1,-3&-2,0.3,6,30,0,4.5,0,-3
C=CC[C@H](CC(=O)N(CCO)Cc1ccccc1)C(=O)N[C@H](C)COC(=O)[C@@H](CC=C)CC(=O)OC(C)(C)C,4,10,0.1,·,·,·,·,6,·
CCCCN1CC[C@H]2C=CC[C@@H](C(=O)N3CCOCC3)[C@H]2C1=O,0,7,0.0,-1,-4,4,2.5,-3,-1
O=C(CNC(=O)c1ccc(Br)o1)NCc1ccc2c(c1)OCO2,-7,2,0.2,-2,-4,0,3.7,-8,-2
OCCCCNCc1ccc(OCc2ccc(Cl)cc2Cl)cc1,13,-6,0.3,5,-9,0,2.9,10,1
C=CCSc1ncnc2c1oc1nc3c(cc12)COC(C)(C)C3,6,-6,-0.1,-6,7,0,0.3,3,0
CCOC(=O)c1c(NC(=S)NC(=O)c2ccco2)sc2c1CCCC2,-7,5,1.0*,-5,5,2,-1.2,4,-7
COc1ccc2cc(C(c3nnnn3Cc3ccccc3)N3CCCCCC3)c(=O)[nH]c2c1 (stereo not given),8,4,-0.1,2,8,4,-1.2,12,-2
Cc1ccc(-n2cnc3cc(NCc4cccs4)ccc32)cc1,0,-6,0.2,8,-1,1,3.5,-4,1
Cn1cnnc1SCc1ccc(C(=O)N/N=C/c2cccs2)cc1,-1,-2,0.1,-1,3,1,0.3,10,4
O=C(NCC1CCCO1)c1ccc(NS(=O)(=O)c2cccc([N+](=O)[O-])c2)cc1 (stereo not given),3,12,0.1,-4,0,0,-1.9,13,4
O=S(=O)(Nc1nccs1)c1ccc(Cl)cc1,6,-3,0.0,-7,1,1,-1.1,2,5
Cc1nc(N2CCN(C(=O)c3ccco3)CC2)c2oc3ccccc3c2n1,-1,-2,0.0,1,1,-2,0.1,-4,0
CNC(=O)CSc1nnnn1-c1cc(C)ccc1C,1,5,-0.1,-1,-2,-1,-1.2,8,-4
Cc1cc(OCC(=O)N2CCOCC2)cc2oc(=O)c3ccccc3c12,0,-15,-0.1,-2,2,3,0.5,0,0
Cc1ccc(C)c(C(=O)NC(C)c2ccc(-n3ccnc3)cc2)c1 (stereo not given),9,24,-0.1,5,-18,1,1.5,-14,15
CSc1nnc(C)c(=O)n1COC(=O)/C=C/c1ccc2c(c1)OCO2,0,-13,-0.1,-1,6,-1,-0.3,6,-2
CCOc1ccc(CCNC(=O)COC(=O)COc2ccc(C(=O)CC)cc2)cc1OCC,-2,1,0.1,-3,0,3,-1.0,-1,-12
Cc1cccc(C)c1NS(=O)(=O)c1ccc2c(c1)NC(=O)CO2,4,-3,0.0,-3,3,-2,-0.3,3,1
CC(C)CNC(=O)NC(=O)COC(=O)COc1ccc(Cl)cc1Cl,-9,-7,-0.1,2,-5,-1,2.6,1,1
COc1ccc(CCNC(=S)NC2CCN(Cc3ccccc3)CC2)cc1OC,1,-1,-0.1,-3,-2,-5,0.1,15,0
COc1cccc(CN2C(=O)N(C(C)C)C(N(O)C(=O)NC(C)C)C2(C)C)c1OC (stereo not given),1,-1,0.0,-3,-6,-2,2.9,-5,-2
COc1ccc(C2=NS(=O)(=O)N(C)C(C(=O)Nc3ccc(F)cc3F)=C2)cc1,0,-2,0.1,3,-8,-1,3.8,11,0
CCCCN(C(=O)c1ccc(-c2ccc(Cl)cc2)o1)c1c(N)n(CCC)c(=O)[nH]c1=O,10,-16,-0.4,-8,·,·,-0.7,-1,·
CN(Cc1ccccc1)CC(O)COc1ccc(CNCCc2ccncc2)cc1 (stereo not given),6,1,-0.1,-5,-1,2,-1.1,0,-1
CN(C)S(=O)(=O)c1ccc(S(=O)(=O)N(CC(=O)Nc2ccccc2)Cc2ccco2)cc1,2,2&-7,-0.1,1,5,4,-0.5,2,5
CCn1ccnc1CN(C)C(=O)C1CCC(=O)N(Cc2cccc(C(F)(F)F)c2)C1 (stereo not given),-3,-5,0.2,-4,4,-1,-1.4,-3,2
Cc1cccc(N(CC(O)CN(C)C)S(=O)(=O)c2ccccc2)c1 (stereo not given),-3,0,0.0,-2,-2,1,0.3,-4,1
CCOc1nc2cnccc2n(CC(=O)Nc2cccc(C)c2C)c1=O,5,5,0.0,0,-3,0,2.1,-4,-5
Cc1cc(NC(=S)Nc2ccccc2)ccc1Br,4,1,-0.1,-1,3,-5,1.6,4,-3
O=C(O)c1ccccc1-n1ncc2c1/C(=C/c1ccc(Cl)cc1)CC2,-1,-5,0.0,1,14,5,0.6,-3,1
CC(C)C(C)(C#N)NC(=O)CSc1ncnc2sc(-c3ccccc3)cc12 (stereo not given),1,5,0.2,2,7,2,2.9,-5,-1
Cc1ccc(Cn2cc(S(=O)(=O)c3ccc(Cl)cc3)c(=O)c3cc(F)ccc32)cc1,1,0,0.0,2,6,-1,2.9,5,-2
Cc1cccc(NC(=O)CN2C(=O)NC3(CCCC3)C2=O)n1,1,1,0.0,-4,-4,-1,-0.7,5,1
CNC(=S)N/N=C/c1ccc(OCC(=O)Nc2c(C)cc(C)cc2C)c(OC)c1,3,-7,-0.1,1,-3,1,1.4,10,4
S=c1[nH]nc(COc2ccccc2)n1-c1ccccc1,-10,-6,-0.1,1,-1,-1,3.5,-1,-4
O=C(O)CSCC(=O)NCc1cccc(C(F)(F)F)c1,-1,1,0.1,0,-4,-2,3.2,-2,-1
CC(C)=CC(=O)Nc1nnc(C)s1,1,-9,0.1,1,-6,-8,-2.1,0,-1
CCC(Sc1ncnc2sc(C)c(C)c12)C(=O)OC (stereo not given),2,?,0.0,0,7,6,1.3,0,1
CCc1ccc(OCC(=O)Nc2ccc3[nH]ncc3c2)cc1,-1,26,-0.1,-1,18,18,-0.4,9,5
COc1ccc(CNCCc2ccccc2)cc1OCC(N)=O,4,13,-0.8,3,-2,-1,-0.6,8,8
COc1ccc(C(=O)NC(=S)NNC(=O)c2c(-c3ccccc3)noc2C)cc1,-6,-6,-0.3,3,0,2,3.4,-8,-3
CCOC(=O)COc1ccc2ccccc2c1/C=C/[N+](=O)[O-],-10,5,-0.4,-1,-2,-3,-0.9,-8,3
# New compounds follow.
SMILES,procasp3 activ,JMJD2C inh,Efflux pump mplx,PP1 inh,core dimer inh,TPT1 inhibitor,PP5 primary,proCasp7 act,Fh CTSL1 inh
N#Cc1ccccc1OCC(=O)Nc1ccc(S(=O)(=O)N2CCOCC2)cc1,-3,0,-0.1,·,·,·,·,-11,·
CC1CCN(C(=O)c2cc(Cl)ccc2NC(=O)c2ccco2)CC1,11,6,-0.1,-3,3,0,-0.1,-12,4
C=CCc1cc(OC)ccc1OCCOCCN1CCc2ccccc2C1,2,4,-0.2,3,2,0,2.1,-5,1
CCc1ccccc1S(=O)(=O)Cc1ccc(C(=O)NCc2cccs2)o1,0,1,0.1,1,-11,-1,-0.7,3,2
Cn1c(C(=O)N2CCC(C(=O)N3CCN(Cc4ccc5c(c4)OCO5)CC3)CC2)cc2sccc21,10,-6,0.4,0,12,1,3.6,11,-4

# Among those listed so far, these contain bromine:
SMILES,procasp3 activ,JMJD2C inh,Efflux pump mplx,PP1 inh,core dimer inh,TPT1 inhibitor,PP5 primary,proCasp7 act,Fh CTSL1 inh
O=C(CNC(=O)c1ccc(Br)o1)NCc1ccc2c(c1)OCO2,-7,2,0.2,-2,-4,0,3.7,-8,-2
Cc1cc(NC(=S)Nc2ccccc2)ccc1Br,4,1,-0.1,-1,3,-5,1.6,4,-3

# Screening data from PubChem BioAssay.

# Rows were taken by chance; any-hit rate near 2.9%.
